High-throughput results: PubChem BioAssay, National Center for Advancing Translational Sciences (NCATS)
GAA glycogen mod: GAA glycogen-cleavage inhibition or activation | P10253 | recombinant GAA, glycogen substrate, Amplex Red glucose oxidase fluorescence | Potency, µM (titrated, usually from 76.4 µM), for the others: top-dose activity change, negative = inhibition, most hits filed as inhibitors | 300,000 compounds, 0.38% hits;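 further: 0% = full enzyme reaction and -100% = no-enzyme basal signal; the screen sought inhibitors and activators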
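Recombinant enzyme (4 nM final) with compounds titrated up to 77 uM and bovine liver glycogen (30 ug) in citrate pH 5.0, 0.01% Tween-20, 37 C 40 min. Released glucose detected by Amplex Red/glucose oxidase (Ex 573/Em 610); AC50 from Hill fits.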
Epigenetic reg: epigenetic control regulation, reporter derepression; murine LDR cells, GFP reporter derepression, 30 h; 280,000 compounds, 0.2% hits; Potency, µM (top dose mostly 53.9 µM), for inactives: at the top dose GFP activation, actives largely listed as activators; further: % of control where 0% means no effect; nearly all actives have a fitted effect of over 60% in size
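Reporter derepression read as number of fluorescent GFP-positive objects, 20-120 um in size, counted by laser-scanning cytometer. Mouse LDR line with an epigenetically silenced CMV-GFP locus; compound incubation 30 h, 37 C.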
Tau fluor counter: counter-screen for tau fibril formation inhibitors; tau K18 P301L Alexa594 fluorescence, heparin fibrillization; Potency, µM (series often up to 57.7 µM), for the others: at the highest dose activity change, negative = decrease; 280,000 compounds, 0.93% hits; further: on the % scale 0 is the no-effect control and ±100 the full control effect; nearly all actives have a fitted effect of over 55% in size
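Human tau K18 P301L (15 uM unlabeled, 0.24 uM Alexa 594-labeled) in 100 mM sodium acetate pH 7 with 20 uM heparin, 6 hr at 37 C. ThT 30 uM added, 1 hr ambient; Alexa 594 FP and total fluorescence read at 555/632 nm.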
Active calls of the source: *; ? = inconclusive; & = joins results of further samples; [ ] = dose if it differs, or a comment. The call rests on the fitted dose curve; in most records, active means well fitted curve in the direction sought with a large enough effect; inconclusive means small, poorly fitted or top-dose-only effect, or another doubt; inactive means no such curve, though single readings can be large; an effect the other way counts as inactive or inconclusive. Potency means the concentration at half of the fitted maximal effect. The list is partial, so the mix of outcomes need not match the whole.

Every second line gives: Tau fluor counter	GAA glycogen mod	Epigenetic reg
1. CCOc1ccc(N(CC)C(=O)c2cc3c(s2)-c2ccc(Cl)cc2SC3)cc1
  -17%	?	0.9%
2. COc1cccc(NC(=O)Cn2cc(C(=O)C3CCCCC3)c3ccccc32)c1
  ?	4%[76.3 µM]	-1.0%
3. CC1=C(C(=O)OCC2CCCCC2)C(c2ccc(F)cc2F)CC(=O)N1 (centres undefined)
  -15%	14%[76.3 µM]	4.0%
4. Cc1ccc(NC(=O)c2c(C)oc3ccc(O)c(CN4CCCC4)c23)c(C)c1
  -4%	11%[76.3 µM]	-1.9%
5. COc1cc(OC)c(NC(=O)C(C)n2nc(-c3ccc(C)c(C)c3)ccc2=O)cc1Cl (centres undefined)
  ?	-14%[76.3 µM]	-3.2%
6. COc1cc(CNc2ccc3[nH]c(=O)[nH]c3c2)cc(Cl)c1OCc1ccc(F)cc1
  ?	-14%[76.3 µM]	-2.4%
7. CCCCOc1cccc(C(=O)Nc2sc3c(c2C(=O)OCC)CCCC3)c1
  -6%	17%[76.3 µM]	-0.8%
8. Cc1nn(-c2ccccc2)c(OC(=O)c2ccccc2F)c1S(=O)(=O)c1ccccc1
  -13%	12%[76.3 µM]	2.2%
9. Fc1ccccc1N1CCN(c2ncnc3c2nc2n3CCCC2)CC1
  6%	1%[76.3 µM]	-1.2%
10. Fc1ccc(N2CCN(c3nc4ccccc4c4nc(-c5cccnc5)nn34)CC2)cc1
  9%	-9%[76.3 µM]	0.8%
11. COc1nc(-c2ccccc2)ccc1-c1noc(-c2ccccc2Br)n1
  -16%	-1%[76.3 µM]	9.6%
12. CCOC(=O)COc1ccc(CC)cc1C(=O)c1ccn2nc(-c3ccc(Cl)cc3)cc2n1
  -13%	9%[76.3 µM]	3.2%
13. CCn1cc(C(=O)NCc2ccc(C)cc2)c(=O)c2cc(S(=O)(=O)N3CCc4ccccc4C3)ccc21
  -22%	10%[76.3 µM]	-0.8%
14. COc1ccc(-c2cc(C(=O)Oc3cccc(C)c3)c3ccccc3n2)cc1
  -23%	-10%[76.3 µM]	0.3%
15. Cc1ccc(C)c(NC(=O)Cn2c(=O)n(Cc3ccco3)c(=O)c3oc4ccccc4c32)c1
  -11%	3%[76.3 µM]	?
16. COCc1oc2ccc(NS(=O)(=O)c3ccc(C)cc3)cc2c1C(=O)OC
  ?	9%[76.3 µM]	-0.7%
17. CN1C(=O)c2ccccc2Sc2ccc(NC(=O)Nc3ccccc3F)cc21
  -22%	-10%[76.3 µM]	5.9%
18. COc1ccc(C(=O)Nc2nc3c(s2)CCCC3)cc1Cl
  -26%	11%[76.3 µM]	-1.6%
19. COC(=O)c1ccc(C2C(C(=O)Nc3ccccc3)=C(C)Nc3nc4ccccc4n32)cc1 (centres undefined)
  -14%	4%[76.3 µM]	0.0%
20. O=C(CN1C(=O)COc2ccc(S(=O)(=O)N3CCOCC3)cc21)N1CCN(c2cccc(C(F)(F)F)c2)CC1
  -18%	1%[76.3 µM]	-3.0%
21. COc1ccc2c(C)c(CC(=O)NCc3ccc(C)cc3)c(=O)oc2c1OC
  -14%	-9%[76.3 µM]	-1.0%
22. COc1ccc(CNC(=O)CCCn2nc(C)c3c(C)n(-c4ccc(C)cc4)nc3c2=O)cc1OC
  -3%	0%[76.3 µM]	-1.0%
23. COc1ccc(N2CCN(c3oc(-c4ccccc4C)nc3S(=O)(=O)c3ccccc3)CC2)cc1
  -24%	9%[76.3 µM]	-1.0%
24. O=C(Nc1nnc(S(=O)(=O)N2CCc3ccccc32)s1)c1cccc(Cl)c1
  -3%	-4%[76.3 µM]	2.2%
25. COc1ccc(NC(=O)c2oc3ccccc3c2NC(=O)c2cc3ccccc3o2)c(OC)c1
  -24%	-8%[76.3 µM]	3.2%
26. Cc1n[nH]c(C)c1S(=O)(=O)N(CC(=O)NC(C)c1ccccc1)c1ccc(C(C)C)cc1 (centres undefined)
  -23%	-7%[76.3 µM]	0.0%
27. COc1cc(NS(=O)(=O)c2ccc3c(c2)CC(=O)N3)cc(OC)c1OC
  -12%	-14%[76.3 µM]	2.9%
28. CC(C)c1ccc(NS(=O)(=O)c2ccc3[nH]cc(C(=O)N4CCCC4)c(=O)c3c2)cc1
  -19%	9%[76.3 µM]	-0.2%
29. CCc1ccc(NC(=O)Cn2ccn(Cc3ccccc3OC)c(=O)c2=O)cc1
  11%	8%[76.3 µM]	6.5%
30. Cc1ccc(OCC(=O)N(Cc2ccc(Cl)cc2)Cc2ccco2)cc1C
  -19%	-8%[76.3 µM]	0.0%
31. CC(=O)N1CCOc2cc(S(=O)(=O)NCc3ccc(C)cc3)c(Cl)cc21
  -2%	-2%[76.3 µM]	0.0%
32. CCCc1cc(C(=O)Nc2c(C)nn(Cc3ccc(Cl)c(Cl)c3)c2C)no1
  -9%	-6%[76.3 µM]	-1.8%
33. Cc1ccc(-n2nc(C(=O)N3CCN(c4ccccc4F)CC3)c3c4ccccc4n(C)c3c2=O)cc1
  -9%	11%[76.3 µM]	1.1%
34. CCc1ccccc1NC(=O)CN1C(=O)c2cccnc2Oc2ccc(Cl)cc21
  -7%	-5%[76.3 µM]	-1.1%
35. CCS(=O)(=O)c1nc2ccccc2n1CC(=O)Nc1ccccc1C(=O)OC
  -7%	9%[76.3 µM]	1.8%
36. O=C(NCCCc1ccccc1)c1nn(-c2ccccc2F)nc1CO
  -12%	5%[76.3 µM]	5.5%
37. Cc1cccn2c(=O)c3cc(C(=O)NC(C)(C)C)n(C)c3nc12
  -8%	-8%[76.3 µM]	2.2%
38. COc1ccccc1NC(=O)CSc1nnc2c(n1)[nH]c1ccccc12
  ?	-6%[76.3 µM]	8.6%
39. Cn1c2ccccc2c2c(C(=O)N3CCN(c4cccc(C(F)(F)F)c4)CC3)cn(C3CCCCC3)c(=O)c21
  -10%	7%[76.3 µM]	1.1%
40. CCOc1ccc(NC(=O)c2nn(C)c3c2COc2ccccc2-3)cc1
  -12%	10%[76.3 µM]	-1.7%

Profiles, quoted from the list. Screens in order: Tau fluor counter	GAA glycogen mod	Epigenetic reg
`CC(=O)N1CCOc2cc(S(=O)(=O)NCc3ccc(C)cc3)c(Cl)cc21` is listed with -2%	-2%[76.3 µM]	0.0%
`CC(C)c1ccc(NS(=O)(=O)c2ccc3[nH]cc(C(=O)N4CCCC4)c(=O)c3c2)cc1` is listed with -19%	9%[76.3 µM]	-0.2%
`COc1ccccc1NC(=O)CSc1nnc2c(n1)[nH]c1ccccc12` is listed with ?	-6%[76.3 µM]	8.6%
`Cc1ccc(-n2nc(C(=O)N3CCN(c4ccccc4F)CC3)c3c4ccccc4n(C)c3c2=O)cc1` is listed with -9%	11%[76.3 µM]	1.1%

Other records follow:
Every second line gives: Tau fluor counter	GAA glycogen mod	Epigenetic reg
41. NC(=O)CSc1nc2c(oc3ccccc32)c(=O)n1-c1ccccc1F
  5%	0%[76.3 µM]	1.1%
42. N#Cc1c(C(F)(F)F)cc(-c2cccs2)nc1SCc1ccc(F)cc1
  -29%	-1%[76.3 µM]	-0.1%
43. CC(C)C12CN3CC(C(C)C)(CN(C1)C3c1ccc(Cl)cc1)C2=O (centres undefined)
  -10%	-16%[76.3 µM]	0.0%
44. Cc1cc2c(cc1S(=O)(=O)CCC(=O)N1CCCCC1C)OCC(=O)N2 (centres undefined)
  -7%	6%[76.3 µM]	1.4%
45. CC1CCC(NC(=O)CCc2cn(Cc3ccccc3Cl)c3ccccc23)CC1 (centres undefined)
  9%	12%[76.3 µM]	2.9%
46. CC(C)CC(C(=O)NCC1CCN(Cc2ccc(F)cc2)CC1)N1Cc2ccccc2C1=O (centres undefined)
  -9%	9%[76.3 µM]	-0.4%
47. O=C(Cn1cc(C(=O)c2ccco2)c2ccccc21)Nc1ccccc1C(F)(F)F
  3%	-5%[76.3 µM]	0.0%
48. O=C(NCc1cccc(Cl)c1)c1cc2c(s1)-c1ccccc1SC2
  ?	-13%[76.3 µM]	-2.8%
49. CCOc1ccc(NS(=O)(=O)c2ccc3[nH]cc(C(=O)NCc4ccccc4)c(=O)c3c2)cc1
  ?	-5%[76.3 µM]	-1.7%
50. CCCCOc1cccc(C(=O)Nc2ccc3oc(-c4cccnc4)nc3c2)c1
  -21%	2%[76.3 µM]	1.6%
51. O=C(CSc1cn(CC(=O)N2CCCC2)c2ccccc12)Nc1ccccc1C(F)(F)F
  -11%	18%[76.3 µM]	0.2%
52. COc1ccc(-c2cn3c(n2)sc2cc(C(=O)NCc4ccccc4OC)ccc23)cc1
  -14%	8%[76.3 µM]	0.0%
53. O=C(CCC1N=C2c3ccccc3N=C(SCc3ccccc3Cl)N2C1=O)NCCc1ccccc1 (centres undefined)
  -6%	-4%[76.3 µM]	16%
54. CCN(C(=O)c1cc2cc3ccc(OC)cc3nc2o1)c1cccc(C)c1
  -15%	-19%[76.3 µM]	-0.4%
55. COc1cccc(/C=C/c2nc(C#N)c(N3CCCCCC3)o2)c1
  ?	0%[76.3 µM]	-1.5%
56. CC1CCN(S(=O)(=O)c2ccc3c(c2)oc(=O)n3CC(=O)N2CCCCC2)CC1
  -5%	-21%[76.3 µM]	7.8%
57. COc1ccc(NC(=O)C2=CC(c3ccco3)=NS(=O)(=O)N2C)cc1
  1%	-5%&-8%[76.3 µM]	-3.0%
58. Cc1cccc(C(=O)Oc2c(Sc3ccccc3)c(C)nn2C(C)(C)C)c1
  -13%	8%[76.3 µM]	-2.1%
59. CCCCNC(=O)c1c(-c2ccccc2)c(-c2ccccc2)nn(C)c1=O
  -5%	-4%[76.3 µM]	-2.3%
60. Cc1nc2ncnn2c(C)c1CCC(=O)N1CCN(c2ccc(F)cc2)CC1
  3%	15%[76.3 µM]	-0.3%

Quoted at random: 3 compounds from above, in no set order.
Every second line gives: Tau fluor counter	GAA glycogen mod	Epigenetic reg
52. COc1ccc(-c2cn3c(n2)sc2cc(C(=O)NCc4ccccc4OC)ccc23)cc1
  -14%	8%[76.3 µM]	0.0%
43. CC(C)C12CN3CC(C(C)C)(CN(C1)C3c1ccc(Cl)cc1)C2=O (centres undefined)
  -10%	-16%[76.3 µM]	0.0%
45. CC1CCC(NC(=O)CCc2cn(Cc3ccccc3Cl)c3ccccc23)CC1 (centres undefined)
  9%	12%[76.3 µM]	2.9%

Remaining list, next part.
Every second line gives: Tau fluor counter	GAA glycogen mod	Epigenetic reg
61. O=S(=O)(NCCc1nnc2ccc(SCc3ccc(Cl)cc3Cl)nn12)c1ccccc1
  -9%	-8%[76.3 µM]	2.7%
62. COc1ccc2c(c1)c(=O)c(C(=O)c1ccccc1)cn2CC(=O)Nc1ccc2c(c1)OCCO2
  ?	2%[76.3 µM]	-0.7%
63. Cc1cccc(Nc2nnc(-c3ccc(C)c(S(=O)(=O)N4CCN(C)CC4)c3)c3ccccc23)c1
  -24%	-26%[76.3 µM]	-0.7%
64. Cc1ccccc1NC(=O)c1ccc(Cl)c(S(=O)(=O)N2CCCCCC2)c1
  -15%	-11%[76.3 µM]	-1.6%
65. O=c1c2oc3ccccc3c2n(Cc2ccccc2)c(=O)n1Cc1ccco1
  -10%	-7%[76.3 µM]	6.8%
66. CCOc1ccccc1NC(=O)C(CC)Sc1nc2ccncc2[nH]1 (centres undefined)
  -8%	1%[76.3 µM]	5.8%
67. CSc1cccc(NC(=O)Cn2c(=O)n(Cc3ccccc3)c(=O)c3sc4ccccc4c32)c1
  -1%	10%[76.3 µM]	6.0%
68. CCOC(=O)c1c(Nc2ccccc2)nnc(-c2ccccc2)c1-c1ccccc1
  -10%	-10%[76.3 µM]	2.6%
69. CCCOC(=O)C(C)n1nnc2sc(-c3ccccc3)cc2c1=O (centres undefined)
  -15%	5%[76.3 µM]	-2.6%
70. COc1cccc(NC(=O)c2cn(C3CCCCC3)c(=O)c3c2c2ccccc2n3C)c1
  -16%	-10%[76.3 µM]	-0.2%
71. Cc1cccc(N2CCN(C(=O)C3CCN(S(=O)(=O)c4cccs4)CC3)CC2)c1C
  -2%	5%[76.3 µM]	-0.7%
72. COCCNC(=O)CSc1nc(-c2ccc(C)cc2)[nH]c1-c1ccc(OC)cc1
  -28%	9%[76.3 µM]	3.1%
73. Cc1c(C(=O)Nc2cccc(-c3nc4ccccc4s3)c2)oc2ccccc12
  ?	-12%[76.3 µM]	-1.6%
74. COc1ccc(CCNC(c2ccc(F)cc2)c2nnc(-c3ccccc3Cl)o2)cc1OC (centres undefined)
  -20%	-12%[76.3 µM]	-1.4%
75. CN(Cc1ccc(F)cc1)S(=O)(=O)c1nnc(NC(=O)c2ccccc2Br)s1
  -7%	-1%[76.3 µM]	0.8%
